proKLK7 act – proKLK7 (human) activation, primary screen | P49862 | purified proKLK7, EDANS-DABCYL substrate fluorescence; 100% is mature enzyme control, 0% vehicle | activation, % at 7 µM | 370,000 compounds, 0.9% hits;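 active = activation above the mean of all tested compounds plus 3 SD, computed per campaign excluding outliers beyond control limits, cut at about 13% in these data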
Target sequence (P49862 whole entry, looked up): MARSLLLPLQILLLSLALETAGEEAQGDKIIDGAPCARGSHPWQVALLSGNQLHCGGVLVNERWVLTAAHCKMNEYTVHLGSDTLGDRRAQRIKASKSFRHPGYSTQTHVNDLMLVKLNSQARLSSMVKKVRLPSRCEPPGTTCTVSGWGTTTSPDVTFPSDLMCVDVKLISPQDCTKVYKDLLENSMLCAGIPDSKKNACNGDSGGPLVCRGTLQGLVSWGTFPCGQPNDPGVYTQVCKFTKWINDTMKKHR
SMARCA2 act – activators of SMARCA2 function. MG213 cells, MMTV-luciferase reporter, dexamethasone, overnight. activation, % at 9.1 µM. 370,000 compounds, 1% hits; in the data active = activation above about 7.8%;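 note: 0% = vehicle wells and 100% = reference activator wells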
GAA850 FXN act – increases GAA850 frataxin promoter reporter activity; AID 540364; HEK293 lucGAA850 FXN promoter luciferase reporter, 24 h; percent of 10 µM SAHA response; activation, % at 6 µM; 360,000 compounds, 0.56% hits;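 active = activation above the average of all compounds screened plus 3 SD, cutoff fixed separately per campaign, cut at about 7.5% in these data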;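 note: 0% = DMSO wells and 100% = 10 µM SAHA wells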
DAX1 inh-1 – inhibitors of DAX1 repression of SF-1 activated StAR promoter; HEK293T StAR-luciferase reporter, SF-1/DAX-1 repression relief; inhibition, % at 6.8 µM; 370,000 compounds, 1.1% hits; AID 652010;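 active = inhibition above the mean over all tested compounds plus 3 SD, cut at about 3.6% in these data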;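 note: 0% = DAX-1 cells with DMSO and 100% = cells lacking DAX-1 with DMSO; higher inhibition means more luminescence from relief of DAX-1 repression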
hgDAF-12 ag – agonists of H. glycines DAF-12 nuclear receptor; HEK293 GAL4-hgDAF12 UAS-luciferase reporter, agonist luminescence; normalized to butyrate control; 370,000 compounds, 1.8% hits; activation, % at 6.8 µM;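 active = activation above a cutoff set at the mean of all screened compounds plus 3 SD, cut at about 10% in these data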;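 note: 0% = DMSO wells and 100% = sodium butyrate wells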
DAX1 inh-2 – inhibitors of human orphan nuclear receptor DAX1 (NR0B1). inhibition, % at 6.75 µM. P51843. AID 504766. 340,000 compounds, 0.99% hits. HEK293 Gal4-DAX1 luciferase reporter, luminescence;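 active = inhibition above the mean over all tested compounds plus 3 SD, cut at about 4.2% in these data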;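 note: 0% = DAX1-transfected cells with DMSO and 100% = empty-vector control cells with DMSO; inhibition shows as a rise in luminescence from relieved DAX1 repression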
Target sequence (P51843 207-470 limits assumed): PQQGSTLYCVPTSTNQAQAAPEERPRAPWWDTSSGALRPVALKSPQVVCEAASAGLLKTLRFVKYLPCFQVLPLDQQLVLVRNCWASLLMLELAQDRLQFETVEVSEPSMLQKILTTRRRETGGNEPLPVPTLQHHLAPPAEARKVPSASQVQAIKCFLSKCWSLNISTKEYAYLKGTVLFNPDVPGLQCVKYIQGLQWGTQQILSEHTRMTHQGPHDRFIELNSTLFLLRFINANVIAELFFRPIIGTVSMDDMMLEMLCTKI
ssDAF12 agonist – activates DAF-12 receptor from parasite S. stercoralis; activation, % at 6.8 µM; 370,000 compounds, 1% hits; HEK293 ssDAF-12/GRIP1 lit1-tk-luc reporter, luminescence; % of 3 µM dafachronic acid response;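 active = activation above the mean over all tested compounds plus 3 SD, cut at about 0.9% in these data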;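 note: 0% = DMSO-only wells and 100% = 3 µM delta7-dafachronic acid wells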
sPLA2-III inh – Blocks human group III sPLA2 activity | QFRET BODIPY PC-A2 liposome hydrolysis, fluorescence | Q9NZ20 | inhibition, % at 12.2 µM | 370,000 compounds, 0.56% hits;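 active = inhibition above mean plus 3 SD of compounds lying within the high and low control bounds, cut at about 19% in these data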;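 note: 0% = median of test compound wells and 100% = no enzyme DMSO wells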
Target sequence (Q9NZ20 whole entry, looked up): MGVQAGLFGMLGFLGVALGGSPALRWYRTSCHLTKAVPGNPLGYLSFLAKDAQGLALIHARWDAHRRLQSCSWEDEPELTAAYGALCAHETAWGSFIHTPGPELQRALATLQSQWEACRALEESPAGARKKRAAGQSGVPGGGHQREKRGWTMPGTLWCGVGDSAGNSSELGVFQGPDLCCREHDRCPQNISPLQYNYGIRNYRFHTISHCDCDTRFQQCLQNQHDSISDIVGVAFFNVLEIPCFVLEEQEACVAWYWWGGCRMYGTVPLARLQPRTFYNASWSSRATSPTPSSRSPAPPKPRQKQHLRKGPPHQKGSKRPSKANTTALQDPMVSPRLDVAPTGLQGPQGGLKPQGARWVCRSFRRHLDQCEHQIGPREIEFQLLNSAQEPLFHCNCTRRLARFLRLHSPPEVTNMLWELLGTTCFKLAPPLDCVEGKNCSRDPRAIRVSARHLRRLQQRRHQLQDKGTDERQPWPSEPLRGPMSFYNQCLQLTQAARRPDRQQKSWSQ
NPR2 activator – GC-B (human) receptor activation | activation, % at 10 µM | P20594 | AID 1920062 | HEK293-GC-B cells, CNP EC30, cGMP TR-FRET; 0% at EC30 CNP, 100% saturating CNP | 370,000 compounds, 0.11% hits;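 active = activation at 10 µM reaching about 35% in either raw or pattern-adjusted values, limit read from the data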
GC-A act – GC-A (human) enzyme activation; 370,000 compounds, 0.14% hits; HEK293 GC-A cells, cGMP TR-FRET, EC30 ANP; 0% at EC30 ANP, 100% saturating ANP; AID 1671463; activation, % at 10 µM; P16066; in the data active = activation above about 40%
hcDAF12 agonist – activators of H. contortus DAF-12 nuclear receptor. HEK293 hcDAF-12 lit1-tk-luc reporter, luminescence; 0% DMSO, 100% Δ7-dafachronic acid. activation, % at 6.8 µM. 370,000 compounds, 1.4% hits. AID 652067;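 active = activation above the mean of all tested compounds plus 3 SD, cut at about 5.5% in these data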;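 note: 100% = response to 3 µM Δ7-dafachronic acid high control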
* = called active by the depositor; · = not tested or not shown; & = joins results of further samples. This is a random part of the collection (roughly 6.7% active in at least one column).

SMILES	proKLK7 act	SMARCA2 act	GAA850 FXN act	DAX1 inh-1	hgDAF-12 ag	DAX1 inh-2	ssDAF12 agonist	sPLA2-III inh	NPR2 activator	GC-A act	hcDAF12 agonist
Cc1n[nH]c(=S)n1/N=C/c1ccc(Br)o1	0.2	-2	-0.6	0.3	0.8	0.5	-0.9	-5	4	-3	0.2
CC(C)c1ccc(OCC(=O)Nc2cccc3c2CCCC3)cc1	0.0	-3	0.5	0.2	-0.5	0.0	-1.4	0	0	5	-0.5
O=C(CSc1nnc(-c2ccc(F)cc2)o1)Nc1ccccc1N1CCOCC1	-0.3	0	2.7	-0.7	-0.4	0.4	-1.5	-3	-1	4	-1.6
Cc1ccc2c(c1)c1c(n2CC(O)Cn2ccnc2C)C(=O)CCC1 (stereo unspecified)	17*	-1	0.6	0.1	0.8	0.6	-0.6	-5	-4	1	-1.1
CCOC(=O)NC[C@@]1(C(=O)OC)CC(=O)N(Cc2ccc(Cl)cc2)[C@@H]1c1ccc(OC)cc1	0.2	-3	·	-0.6	-2.3	·	-0.3	-6	-7	-6	3.9
CC1CCc2c(sc(NC(=O)Cn3nc(C(F)(F)F)c4c3CCCCC4)c2C#N)C1 (stereo unspecified)	-0.1	4	-1.4	0.0	0.0	-0.1	-1.3	2	2	-3	-0.9
O=C(NC1CCCCN(Cc2cccc(F)c2)C1=O)c1ccc2ccccc2c1 (stereo unspecified)	0.4	1	·	0.0	2.3	·	-1.4	-17	-5	2	-2.8
COc1cc(NC(=O)COc2cc(O)c3c(c2)OC(C)(C)CC3=O)cc(OC)c1OC	0.2	-2	-8.1	-6.1	-14	-8.2	-2.7	-6	2	1	-6.4
Cc1c(NC(=S)NC(=O)c2cccc([N+](=O)[O-])c2)c(=O)n(-c2ccccc2)n1C	-0.5	-4	1.9	-0.7	1.7	0.0	-1.0	12	0	1	0.2
COc1ccc(N(C(=O)c2cccnc2)S(=O)(=O)c2ccc(OC)c(OC)c2)cc1	0.3	-1	1.1	-0.7	-2.4	-0.1	-1.2	4	-4	-3	-1.7
Cc1ccc(OCCn2cc(/C=C(\C#N)C(=O)NCC3CCCO3)c3ccccc32)cc1C (stereo unspecified)	-2.4	-2	0.9	0.7	2.5	-1.1	-1.9	-9	-7	-12	-0.2
CC(C)[C@H](NC(=O)NC1CCN(Cc2ccccc2)CC1)C(=O)O	0.1	1	0.6	0.1	1.1	1.5	-1.6	5	2	4	1.4
CCC(C)CCN1CCN=C1Nc1ccccc1 (stereo unspecified)	0.3	0	-0.2	0.1	3.5	-0.2	-1.3	-7	4	0	0.4
Cc1ccc(S(=O)(=O)N2CCN(Cc3csc(C)n3)CC2)cc1	-0.1	1	0.0	-0.3	2.0	-0.4	-1.2	-4	2	1	-1.7
NS(=O)(=O)c1ccc(CCNC(=O)COC(=O)Cc2c(F)cccc2Cl)cc1	0.1	-1	0.7	0.2	0.7	0.4	-1.2	-1	-3	2	0.2
CC(=O)c1c(C(C)=O)c(C)n(-c2cccc([N+](=O)[O-])c2)c1C	0.0	4	3.3	-0.1	-0.7	0.8	-1.4	-1	3	-1	-0.5
O=C(O)CCC(=O)Nc1ccccc1Oc1ccccc1	-0.5	-2	-0.5	0.6	-1.5	-0.2	-0.7	6	2	2	-0.8
Cc1ccccc1CCN(C(=O)c1csnn1)C(C(=O)NC1CCCC1)c1ccncc1 (stereo unspecified)	0.4	-2	14*	-0.1	2.8	-0.8	-1.0	4	3	-3	-0.4
Cc1cc(C(=O)N2CCC2(C)C(=O)NCc2cccc3ccccc23)nn1C (stereo unspecified)	0.1	-3	-1.7	0.1	-3.9	·	-1.3	10	2	1	-1.7
O=C(CSc1n[nH]c(-c2ccccc2)n1)Nc1ccc(F)cc1F	0.0	-3	-2.7	-2.7	-2.2	0.3	-1.1	-12	5	0	-1.0
Cc1ccc(-n2nc(C)c(NC(=O)COC(=O)c3ccccc3NCCO)c2C)cc1	1.1	-1	1.1	-1.9	1.3	0.0	-0.8	1	4	2	-0.9
CCOC(=O)CN(C(=O)CSc1nnc(CNc2ccc(F)cc2)n1CC)c1ccc(F)cc1	0.4	-2	0.7	-0.3	-3.3	-0.1	-1.1	-4	4	-4	-1.8
Cn1cc(CN2CC3C[C@@H]4CC2C[C@H](C3)C4)c(-c2ccc3c(c2)OCCO3)n1	-0.4	-3	1.1	0.9	2.2	0.9	-1.8	0	0	-1	0.0
O=C(COc1ccccc1F)NNC(=O)c1cccc(-n2cccc2)c1	0.3	-2	0.2	1.1	0.7	1.2	-1.1	-19	-5	-4	6.3*
CC1Cc2[nH]c(=S)[nH]c(=O)c2C(C)O1 (stereo unspecified)	-1.3	-2	·	1.7	1.8	·	0.2	6	1	0	-0.8
CC(C)Cc1ccc(C(C)/C=C2/CCC(CN3CCCCC3)C2=O)cc1 (stereo unspecified)	0.3	-2	5.2	-0.9	0.2	-0.5	-1.2	1	-9	-10	0.9
O=C(CN1C(=O)NC2(CCCc3ccccc32)C1=O)NCCc1ccc(F)cc1 (stereo unspecified)	-0.5	-1	-0.6	0.3	0.3	-1.2	-1.0	1	-2	4	0.7
O=S(=O)(c1ccc(NCC2CCCCC2)nc1)N1CCOCC1	-0.2	0	-1.5	-0.5	-1.5	0.8	-0.9	2	0	2	-1.1
c1cncc(Nc2nc(-c3cccnc3)cs2)c1	0.0	1	5.0	-0.9	6.9	1.5	-1.1	3	-5	2	7.2*
CCC1CCCCN1C(=O)COC(=O)c1cc(=O)[nH]c2ccccc12 (stereo unspecified)	-12	-3	2.3	1.9	-0.3	0.3	-0.6	9	-9	-2	-0.8

Molecules shown so far with a nitro group on carbon:
SMILES	proKLK7 act	SMARCA2 act	GAA850 FXN act	DAX1 inh-1	hgDAF-12 ag	DAX1 inh-2	ssDAF12 agonist	sPLA2-III inh	NPR2 activator	GC-A act	hcDAF12 agonist
Cc1c(NC(=S)NC(=O)c2cccc([N+](=O)[O-])c2)c(=O)n(-c2ccccc2)n1C	-0.5	-4	1.9	-0.7	1.7	0.0	-1.0	12	0	1	0.2
CC(=O)c1c(C(C)=O)c(C)n(-c2cccc([N+](=O)[O-])c2)c1C	0.0	4	3.3	-0.1	-0.7	0.8	-1.4	-1	3	-1	-0.5

(listing goes on)
SMILES	proKLK7 act	SMARCA2 act	GAA850 FXN act	DAX1 inh-1	hgDAF-12 ag	DAX1 inh-2	ssDAF12 agonist	sPLA2-III inh	NPR2 activator	GC-A act	hcDAF12 agonist
O=C(CSc1ncnc2c1oc1ccccc12)Nc1ccccc1C(F)(F)F	-0.3	-2	-0.5	0.2	-1.7	1.4	-1.7	-6	3	-1	-1.2
S=C(Nc1ccccc1Cl)NC1CCCCCC1	0.1	-3	2.3	0.7	-2.0	0.1	-1.1	4	-2	-1	-0.2
COC(=O)c1c(CSc2ccc(Cl)cc2)noc1C(=O)NCc1ccco1	1.0	0	0.2	0.3	-1.0	0.1	-1.2	-16	-3	8	-1.7
C[C@H]1Cn2cnc(C(=O)N[C@@H](Cc3c[nH]c4ccccc34)C(=O)OC(C)(C)C)c2C(=O)N1	0.5	-3	-2.7	0.7	1.6	0.8	-1.1	-69	0	0	0.4
COc1cccc(CNC(=O)Cn2ccc3cc(S(=O)(=O)N4CCCCCC4)ccc32)c1	0.3	-2	2.6	-2.3	-3.1	0.4	-1.7	-21	0	-3	-2.0
CCN(CC)CCNC(=O)C(=O)NCC1OCCN1S(=O)(=O)c1ccc([N+](=O)[O-])cc1 (stereo unspecified)	-0.3	1	1.7	-0.1	3.4	-0.3	-1.5	-2	5	-1	-1.8
COc1ccc(CNC(=O)C2CCC(CNc3c(N4CCOCC4)c(=O)c3=O)CC2)cc1 (stereo unspecified)	-0.5&-0.1	2&6	-2.1&0.8	-0.3&0.1	2.5&1.1	-0.2&-0.1	-1.0&-1.8	0&-1	1&0	0&3	0.5&-1.6
COc1ccc(S(=O)(=O)NC(C)C(=O)N2CCCC2)cc1C (stereo unspecified)	0.4	0	1.4	-0.4	-0.3	1.3	-0.6	2	6	5	1.0
O=C(CSc1nccc(=O)[nH]1)Nc1cc(C(F)(F)F)ccc1N1CCOCC1	0.2	-1	2.1	0.1	2.8	0.2	-1.1	4	-5	6	-2.6
Cc1ccc(CN(C(=O)c2sc3ccccc3c2Cl)C2CCS(=O)(=O)C2)cc1 (stereo unspecified)	0.2	0	1.1	-0.9	-0.1	1.7	-1.4	-29	-12	-14	-2.1
CCC(CO)Oc1cc(NC(=O)c2ccccc2Cl)c2ncn(C(C)C)c2c1 (stereo unspecified)	0.5	-1	3.0	-0.5	-2.6	-0.9	-1.5	-3	0	3	-1.3
Cc1cc(=O)c2ccc(C(F)(F)F)cc2[nH]1	-0.6	1	1.1	0.4	0.8	2.1	-0.9	-3	4	2	1.2
CC(C)(C)OC(=O)NCCCC[C@@H](C(=O)N1CCN(C(=O)OC(C)(C)C)CC1)n1cc(C(CO)NC(=O)OC(C)(C)C)nn1 (stereo partly specified)	-0.1	1	0.4	0.2	-0.4	1.1	-1.3	-1	7	-1	0.2
COc1cc(OC)cc(-c2c(-c3cccs3)c3cc(-c4ccc(OC)c(F)c4)ccc3n2C)c1	-0.6	0	1.2	0.3	-1.4	0.6	-1.0	10	0	-5	-2.3
Cc1cc(C(=O)N2CCCC(Nc3ccc(F)cc3)C2)c(C)o1 (stereo unspecified)	0.0	-4	0.0	0.8	1.5	-0.2	-1.0	7	2	1	-1.8
Cc1ccc(C)c(S(=O)(=O)N2CCN(C(=O)c3cccn3C)CC2)c1	0.0	-3	1.9	-0.6	-0.3	-1.9	-0.4	2	4	0	-1.4
COc1ccc(N2CCN(C(=O)CCN3C(=S)NC(C)(C)CC3C)CC2)cc1 (stereo unspecified)	0.0	1	-0.2	0.1	-1.0	-0.6	-1.8	6	1	3	-0.4
COc1ccc(C(=O)COC(=O)CNC(=O)C2CCCCC2)c(OC)c1	-0.4	3	-2.4	0.1	2.8	-0.2	0.3	6	-6	4	-0.7
COc1ccc(C(C)=O)cc1CSc1nnc(Nc2ccc(C)cc2)s1	-0.3	-7	-0.8	-2.9	-3.1	-3.2	-3.1	-10	-7	-3	-4.8
COc1ccc(S(=O)(=O)N(CC(C)C)CC(C)C)c2cccnc12	0.3	-2	-3.9	-1.8	0.6	-0.8	-1.8	1	2	-1	-0.1

A different layout for some results above:
Compound,proKLK7 act,SMARCA2 act,GAA850 FXN act,DAX1 inh-1,hgDAF-12 ag,DAX1 inh-2,ssDAF12 agonist,sPLA2-III inh,NPR2 activator,GC-A act,hcDAF12 agonist
CCC(CO)Oc1cc(NC(=O)c2ccccc2Cl)c2ncn(C(C)C)c2c1 (stereo unspecified),0.5,-1,3.0,-0.5,-2.6,-0.9,-1.5,-3,0,3,-1.3
Cc1cc(=O)c2ccc(C(F)(F)F)cc2[nH]1,-0.6,1,1.1,0.4,0.8,2.1,-0.9,-3,4,2,1.2
CC(C)(C)OC(=O)NCCCC[C@@H](C(=O)N1CCN(C(=O)OC(C)(C)C)CC1)n1cc(C(CO)NC(=O)OC(C)(C)C)nn1 (stereo partly specified),-0.1,1,0.4,0.2,-0.4,1.1,-1.3,-1,7,-1,0.2

High-throughput results from PubChem.
